# Sm TGR block – blocks Schistosoma mansoni thioredoxin glutathione reductase | purified TGR, DTNB reduction, TNB absorbance 405 nm | Potency, µM (doses to about 114 µM), for the others: at the highest dose activity change, negative = inhibition, actives largely listed as inhibitors | AID 485364 | Q962Y6 | 360,000 tested, 3% active; also: potency is read from the fitted curve at half-maximal effect; % is scaled to controls: 0 for no effect and ±100 for the full control effect; nearly all actives have a fitted effect of over 60% in size
#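 First, TGR (20 nM dispensed) and NADPH were mixed with compound. Second, a 15 min room-temperature incubation followed. Third, further NADPH and then DTNB were added to start the reaction. Finally, TNB absorbance was monitored kinetically.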
# Pf growth 48h – inhibits P. falciparum growth in the first generation, 48 h. P. falciparum luciferase growth in erythrocytes, 48 h. Potency, µM (top dose mostly 28.7 µM), without a hit: top-dose activity change, negative = inhibition, most hits filed as inhibitors. 310,000 tested, 5.9% active; also: potency is read from the fitted curve at half-maximal effect; % is scaled to controls: 0 for no effect and ±100 for the full control effect
#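 Growth was read as firefly luciferase luminescence after a 48 h, 37 C, 5% CO2 exposure of compounds to reporter-bearing P. falciparum cultures (0.1% parasitemia, 2% hematocrit final) in Albumax-supplemented RPMI 1640.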
# FBPA Giardia inh – Giardia lamblia aldolase inhibition; A8B2U2; purified Giardia FBPA; Potency, µM (highest dose often 59.6 µM), for the others: at the top dose activity, negative = inhibition, actives largely listed as inhibitors; 290,000 tested, 0.71% active; also: potency is read from the fitted curve at half-maximal effect; % is scaled to controls: 0 for no effect and ±100 for the full control effect; nearly all actives have a fitted effect of over 55% in size
# Target sequence (A8B2U2 whole entry, looked up): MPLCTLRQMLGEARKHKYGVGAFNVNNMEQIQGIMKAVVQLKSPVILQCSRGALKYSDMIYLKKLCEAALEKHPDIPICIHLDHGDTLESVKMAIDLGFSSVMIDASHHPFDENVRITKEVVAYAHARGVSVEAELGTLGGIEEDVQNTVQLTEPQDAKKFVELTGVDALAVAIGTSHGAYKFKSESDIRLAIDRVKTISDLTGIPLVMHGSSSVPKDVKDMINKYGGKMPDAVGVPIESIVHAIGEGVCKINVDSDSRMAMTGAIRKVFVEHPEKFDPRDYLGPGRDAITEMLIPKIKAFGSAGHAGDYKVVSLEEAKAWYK
#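 Giardia FBPA (40 nM reagent) was preincubated 10 min at RT with compound (up to 57.5 uM final), then substrate plus GAPDH/TPI/NAD/arsenate coupling system with diaphorase/resazurin was added; resorufin fluorescence (525/598 nm) was read after 20 min.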
# Pf growth 96h – P. falciparum growth inhibition at 96 hour, primary screen for plastid delayed-death inhibitors; P. falciparum luciferase reporter growth, 96 h; Potency, µM (doses to about 28.7 µM), for the others: at the top dose activity change, negative = inhibition, most hits filed as inhibitors; 320,000 tested, 6.9% active; AID 504834; also: potency is read from the fitted curve at half-maximal effect; % is scaled to controls: 0 for no effect and ±100 for the full control effect
#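 Erythrocytes infected with luciferase-expressing P. falciparum were dispensed at 2% hematocrit and 0.05% parasitemia (final), then incubated with compounds 96 hours at 37 C in 5% CO2. Luminescence after detection reagent addition reported growth.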
# Shiga toxin inh – blocks Shiga toxin action in Vero cells; Vero cells, Shiga toxin protein synthesis inhibition reporter; inhibition, % at 38.7 µM; 290,000 tested, 9.2% active; AID 2315; in the data active = inhibition mostly above about 28%, no sharp cut-off; inactive = mostly below about 43%; also: 0% is about no effect
# CHX counter – counter-screen for Shiga toxin inhibitors: cycloheximide protein synthesis inhibition | 300,000 tested, 12% active | AID 2314 | max response, % | cell reporter, cycloheximide protein synthesis inhibition counterscreen; in the data active = max response mostly above about 13%, no sharp cut-off; inactive = mostly below about 14%; also: read at 38.3 µM for the half of the compounds with a filed dose; 0% is about no effect
# * marks the source's active call; other numbers are inactive results; ? = inconclusive; . = not tested or not shown; [ ] = remark or other dose. Unless noted, calls follow the shape of the dose curve; as a rule, active = well fitted curve in the direction sought with a large enough effect; inconclusive = small, poorly fitted or top-dose-only effect, or another doubt; inactive = no such curve, though single readings can be large; an effect the other way counts as inactive or inconclusive.
smiles	Pf growth 48h	Shiga toxin inh	Sm TGR block	FBPA Giardia inh	Pf growth 96h	CHX counter
CCOC(=O)c1cc(CN2CCOCC2)oc1-c1ccccc1	-38%	19	?	-13%	-14%	10
CCOC(=O)c1c(C)c(C(=O)N2CCC3(CC2)OCCO3)c(C)n1CC	11%	-8	-1%	7%	81%[activator]	-2
CC(N=Cc1ccccc1O)c1ccccc1 (configuration not stated)	-3%	-22	-7%	11%	.	-3
CN(C(=O)COC(=O)CCc1nc2ccccc2c(=O)[nH]1)C1CCS(=O)(=O)C1 (configuration not stated)	14%	23	62%[activator]	-1%	8%	2
CN(Cc1ccccc1)C(=O)C1CCC(CNS(=O)(=O)c2cccc3cccnc23)CC1 (configuration not stated)	?	19	13%	-2%	?	-1
Cc1cnc(C(=O)OCC(=O)Nc2cc(-c3cc(C)c(C)cc3C)nn2-c2ccccc2)cn1	?	.	5%	.	-1%	.
COc1ccc(-n2ncc3c(=O)n(CC(C)=O)cnc32)cc1	28%	24	-4%	2%	?	9
O=C(N/N=C\c1c(O)ccc2ccccc12)c1cncc(Br)c1	2.9µM*	-7	-26%	4%	2.3µM*	0
CC(=O)N1CCOc2ccc(S(=O)(=O)NCCc3ccc(S(N)(=O)=O)cc3)cc21	17%	-11	2%	.	-14%	-5
CC1(OC(=O)CCc2ccccc2)C(=O)C=C2C=C(c3ccc(C#N)cc3)N(CCN3CCOCC3)C=C2C1=O (configuration not stated)	?	3	-11%	?	?	-3
CCOc1ccc(CNC(=O)c2ccc(Sc3ccc(C)cc3)c(NC(C)=O)c2)cc1OC	14%	13	6%	9%	12µM*	4
O=C(Nc1cccc(C(F)(F)F)c1)Nn1cnnc1	25%	-2	0%	-3%	-8%	1

# (listing goes on)
smiles	Pf growth 48h	Shiga toxin inh	Sm TGR block	FBPA Giardia inh	Pf growth 96h	CHX counter
Cc1cccn2c(CNC3CCCc4ccccc43)c(C(=O)N3CCCCC3)nc12 (configuration not stated)	?	-10	.	1%	-18%	-2
CC1CCc2nn(CC(=O)NCc3ccc4c(c3)OCO4)cc2C1 (configuration not stated)	4%	-12	0%	8%	27%	-3
Cc1c(C=C2C(=O)N(C)C(=O)N(C)C2=O)c(=O)n(-c2ccccc2)n1C	6%	15	0%	0%	13%	-3
Cn1c(=O)c2c(nc(NCc3cccnc3)n2Cc2ccccc2Cl)n(C)c1=O	?	3	.	-1%	?	1
Cc1ccc(C)c(OCCC(=O)Nc2ccc3c(c2)OCO3)c1	-24%	.	1%	.	-29%	.
O=C(O)c1cccc(COCC(F)(F)C(F)F)c1	11%	33	-3%	9%	.	14
C=CCN(c1ccccc1)S(=O)(=O)c1cccc(C(=O)OCC(=O)NCCOC)c1	108%[activator]	-9	11%	6%	24%	-3
Cc1cc2cc(C(c3nnnn3CC3CCCO3)N3CCCc4ccccc43)c(=O)[nH]c2cc1C (configuration not stated)	?	13	?	4µM*	-21%	12*
O=C(Nc1ccnc(-c2cccnc2)n1)c1ccc(Cl)c(Cl)c1	?	-6	4%	-3%	?	-4
Cc1ccc(NS(=O)(=O)c2ccc3[nH]c(=O)sc3c2)cc1	?	-1	8%	17%	-24%	4
COc1cccc(CNS(=O)(=O)c2ccc(N3CCCC3=O)cc2)c1	30%	-5	2%	20%	?	-3
COc1ccc(N/N=C(\C=N\O)C(=O)c2ccc(OC)cc2)cc1	.	2	1%	-7%	12%	-1

# Going on with the list.
smiles	Pf growth 48h	Shiga toxin inh	Sm TGR block	FBPA Giardia inh	Pf growth 96h	CHX counter
C[C@]12C(=O)N(c3cccc(Cl)c3)C(=O)N1[C@H]1c3ccccc3OC[C@@H]1[C@H]2c1ccccc1	0%	1	4%	5%	10µM*	1
COC(=O)COc1cccc2c(=O)n(CC(=O)N3CCC(C)CC3)ccc12	-2%	-5	0%	0%	6%	1
COc1ccc(-c2nc(CCNS(=O)(=O)c3ccc4c(c3)OCCO4)cs2)cc1	-13%	11	7%	-7%	?	0
CC(C)(C)C1C/C(=C/c2ccccn2)C(=O)/C(=C/c2ccccn2)C1 (configuration not stated)	2.1µM*	-23	18µM*	?	-21%	-11
O=C(Nc1c2c(nn1-c1ccc([N+](=O)[O-])cc1)CS(=O)(=O)C2)C1CC1	-7%	-1	2%	.	-14%	-4
COc1ccccc1C(=O)NC(=S)N1CCc2ccccc21	-10%	7	-13%	-18%	-30%[5.75 µM]	3
N#CCCN(Cc1ccccc1)C(=O)Nc1ccc(F)cc1	9%	-2	21%	5%	31%	-2
O=C(Nc1ccnn1C1CCN(C2CCCC2)CC1)c1ccccc1Cl	3%	11	-9%	.	?	10
O=C(CCc1nnc2ccc(NCc3ccccc3Cl)nn12)NC1CCCC1	-10%	-5	-1%	8%	?	8
CC(=O)Nc1ccc(NC(=O)Nc2ccc3c(c2)N(C)C(=O)CS3)cc1	?	8	-14%	18%	-20%	7
COc1ccc2nc(C)cc(SCC(=O)N/N=C/c3ccc(O)c(O)c3)c2c1	-17%	-2	-13%	-19%	47%[activator]	5
C/C(CC(=O)NC1CCCC1)=N\NC(=O)c1ccc([N+](=O)[O-])c(Cl)c1	-7%	20	-20%	-3%	54%	5

# Further records follow.
smiles	Pf growth 48h	Shiga toxin inh	Sm TGR block	FBPA Giardia inh	Pf growth 96h	CHX counter
COc1cccc(N2C(=O)CC(N3CCN(c4ccc([N+](=O)[O-])cc4)CC3)C2=O)c1 (configuration not stated)	-8%	-12	?	1%	7%	-2
O=C(Nc1ccc2nc(-c3ccco3)[nH]c2c1)c1cccs1	227%[activator]	66*	25µM*	-17%	?	46*
COc1ccc(N2C(=O)CC(N3CCOCC3)C2=O)cc1 (configuration not stated)	-5%	-3	25µM*	0%	41%[activator]	-2
CCOC(=O)c1cnc2ccc(OCC)cc2c1N1CCN(c2ccccc2)CC1	?	-18	-20%	-8%	.	-4
CCOC(=O)[C@@]12C(=O)C(=O)N[C@]1(c1ccccc1)C1OCCCC12 (some centres not stated)	-1%	6	-2%	8%	-2%	-1
O=C(Cn1cccc1)N1CCc2ccccc21	-2%	17	-11%	7%	21%	17
O=C(C1CCN(S(=O)(=O)c2cccs2)CC1)N1CCN(Cc2ccccc2)CC1	-29%	-16	-5%	2%	1%	5
CC(=C\C(=O)O)/C(=C/c1ccco1)C(=O)O	-3%	15	?	-7%	3%	1
CC1CN(C(=S)Nc2ccccc2F)CC(C)O1 (configuration not stated)	-5%	-12	0%	-21%	-42%	2
O=C(Nc1cccc(F)c1)C1CC(=O)N(c2ccc(Br)cc2)C1 (configuration not stated)	?	21	-2%	-1%	?	-3
COc1ccc(C(=O)Cn2cnc3ccccc3c2=O)c(OC)c1	20%	-6	0%	.	?	34
CCC(C(=O)OCC(=O)c1ccc2c(c1)NC(=O)CO2)c1ccccc1 (configuration not stated)	5%	-10	-24%	-5%	1%	10

# The results go on:
smiles	Pf growth 48h	Shiga toxin inh	Sm TGR block	FBPA Giardia inh	Pf growth 96h	CHX counter
O=[N+]([O-])c1ccccc1S(=O)(=O)n1cnc2ccccc21	11%	-14	4%[57.1 µM]	1%	0%	-1
Cc1ccc(CCNC(=O)C2CC(c3cc(C(F)(F)F)cc(C(F)(F)F)c3)=NO2)cc1 (configuration not stated)	6%	-3	26%	0%	?	-4
O=C(Nc1ccc(N2CCN(C(=O)c3ccco3)CC2)cc1)C(c1ccccc1)c1ccccc1	?	-4	28%	-3%	.	7
CN1/C(=C\C(=O)Nc2cccnc2)c2ccccc2CC1(C)C	?	1	-20%	2%	5.9µM*	-3
COc1ccc(-n2ncc3c(N4CCC(C(N)=O)CC4)ncnc32)cc1	28%	8	9%	7%	-11%	-2
O=C(NCCN1CCOCC1)c1cn(CCc2ccccc2)nn1	20%	-15	0%	0%	33%[activator]	-8
CC(C)COCc1ccc(O)c2ncccc12	?	-4	16µM*	?	8%	-3
CC(C)c1c(Cl)c(O)c(-c2ccccc2)c(=O)n1-c1ccc(F)cc1	2%	-2	-1%	?	45%[activator]	-1
CCC(=O)NS(=O)(=O)c1cccnc1Nc1ccccc1Cl	12%	-2	-9%	-7%	.	-2
O=C(O)c1c2c(nc3ccc(F)cc13)CCC2	9%	3	-8%	7%	53%[activator]	-3
CCCCC1CCC(C(=O)Nc2ccccc2)CC1 (configuration not stated)	?	-13	-9%	6%	.	5
COc1cccc(CN(C)C(=O)COc2ccc(C(=O)c3ccc(Cl)cc3)cc2)c1OC	?	13	3%	8%	?	-3

# Four compounds picked at random from those above:
smiles	Pf growth 48h	Shiga toxin inh	Sm TGR block	FBPA Giardia inh	Pf growth 96h	CHX counter
CCOC(=O)c1cc(CN2CCOCC2)oc1-c1ccccc1	-38%	19	?	-13%	-14%	10
O=C(C1CCN(S(=O)(=O)c2cccs2)CC1)N1CCN(Cc2ccccc2)CC1	-29%	-16	-5%	2%	1%	5
CC1CCc2nn(CC(=O)NCc3ccc4c(c3)OCO4)cc2C1 (configuration not stated)	4%	-12	0%	8%	27%	-3
Cc1ccc(C)c(OCCC(=O)Nc2ccc3c(c2)OCO3)c1	-24%	.	1%	.	-29%	.

# Additional structures follow.
smiles	Pf growth 48h	Shiga toxin inh	Sm TGR block	FBPA Giardia inh	Pf growth 96h	CHX counter
COc1ccc(CC(=O)Nc2cccc(-c3ccc4nnc(C)n4n3)c2)cc1	-14%	-6	2%	2%	?	-4
CCC1(C)CN(S(=O)(=O)OCC(Cl)(Cl)Cl)C(=O)N1 (configuration not stated)	6%	-5	0%	-24%	39%[activator]	1
CCN(CC)CC(=O)NCC1(c2ccccc2)CCCC1	5%	-6	.	0%	47%[activator]	-2
O=C(O)C1CC(c2ccccc2F)=NO1 (configuration not stated)	16%	-4	-2%	6%	?	5
CC(C)c1ccc(N(C(=O)c2csnn2)C(C(=O)NC2CCCC2)c2cccnc2)cc1 (configuration not stated)	?	-5	-2%	-5%	?	-5
COc1cc(NC(=O)CCCC(=O)OCC(F)(F)C(F)F)nc(OC)n1	.	-9	86%[activator]	2%	11%	-2
CCn1c(NC(=O)c2cccc(Cn3cc(Cl)cn3)c2)nc2ccccc21	10µM*	36	-6%	?	?	8
COC(=O)C1C(O)=C(C=NC2CCCCC2)C(=O)CC1(C)C (configuration not stated)	-16%	-7	-2%	6%	39%[activator]	1
CSc1nnc(C(C)(C)C)c(=O)n1/N=C/c1ccc(C(C)C)cc1	?	32	-2%	2%	34%[activator]	-2
Cc1cc(C)c2nc(-c3ccccn3)cc(C(=O)NCc3ccco3)c2c1	-2%	10*	?	-22%	1%	17
C#CC[N+](C)(C)CCCCCCCCC	3.7µM*	13	-6%	-4%	?	8
CCCCCOc1ccc(CSc2n[nH]c(C)n2)cc1	40%[activator]	-11	?	-23%	.	-6

# Remaining list, next part.
smiles	Pf growth 48h	Shiga toxin inh	Sm TGR block	FBPA Giardia inh	Pf growth 96h	CHX counter
CCOC(=O)c1c(NC(=O)CSc2nnnn2-c2ccc(OC)cc2)sc(C)c1C	.	-27	?	0%	?	-2
COc1ccc(Cc2nnc(SCC(=O)c3ccccc3)o2)cc1	18%	0	0%	21%	-4%[5.75 µM]	5
Cc1oc(-c2ccccc2F)nc1CS(=O)(=O)CC(=O)NCCN1CCCC1	?	-14	-9%	-20%	38%[activator]	-3
c1ccc2c(c1)[nH]c1c3ccccc3sc21	67%[activator]	72*	0%	-4%	101%[activator]	41*
CC1=C(C(=O)Nc2ccccc2)C(c2ccncc2)C(C#N)=C(SCC(=O)Nc2ccccc2)N1 (configuration not stated)	.	-5	-5%	9%	60%[activator]	-4
COc1ccc(S(=O)(=O)N2CCCCCC2)cc1NC(=O)Cc1cc(OC)c(OC)c(OC)c1	?	-3	6%	1%	3.7µM*	1
O=C(CNC(=O)c1ccc(Br)o1)NCc1ccc(F)cc1	18%	-32	0%	.	22%	-2

# Source: PubChem BioAssay (National Center for Advancing Translational Sciences (NCATS))
